# PGK inhibitor: inhibitors of T. brucei phosphoglycerate kinase; P07378; Potency, µM (series often up to 57.5 µM), for the others: at the top dose activity change, negative = inhibition, actives largely listed as inhibitors; AID 602233; 380,000 tested, 0.043% active; PGK/GAPDH coupled, Kinase-Glo luminescence, 60 min; also: potency is read from the fitted curve at half-maximal effect; % is scaled to controls: 0 for no effect and ±100 for the full control effect; nearly all actives have a fitted effect of over 60% in size
#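 Recombinant glycosomal PGK reaction used 1,3-bisphosphoglycerate generated in-well by GAPDH (100nM final) in 100mM TEA pH 7.6, 5mM MgCl2, 0.01% Tween-20. After 60 minutes at room temperature, ATP was read by Kinase-Glo Plus luminescence end-point.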
# TrxR1 substrate: rat thioredoxin reductase 1 substrate activity | O89049 | purified TrxR1 substrate turnover, NADPH consumption readout | Potency, µM (highest dose often 114 µM), inactives show at the top dose activity change, negative = substrate turnover | 390,000 tested, 0.01% active | AID 588456; also: potency is read from the fitted curve at half-maximal effect; % is scaled to controls: 0 for no effect and ±100 for the full control effect; nearly all actives have a fitted effect of over 50% in size
# Target sequence (O89049 whole entry, looked up): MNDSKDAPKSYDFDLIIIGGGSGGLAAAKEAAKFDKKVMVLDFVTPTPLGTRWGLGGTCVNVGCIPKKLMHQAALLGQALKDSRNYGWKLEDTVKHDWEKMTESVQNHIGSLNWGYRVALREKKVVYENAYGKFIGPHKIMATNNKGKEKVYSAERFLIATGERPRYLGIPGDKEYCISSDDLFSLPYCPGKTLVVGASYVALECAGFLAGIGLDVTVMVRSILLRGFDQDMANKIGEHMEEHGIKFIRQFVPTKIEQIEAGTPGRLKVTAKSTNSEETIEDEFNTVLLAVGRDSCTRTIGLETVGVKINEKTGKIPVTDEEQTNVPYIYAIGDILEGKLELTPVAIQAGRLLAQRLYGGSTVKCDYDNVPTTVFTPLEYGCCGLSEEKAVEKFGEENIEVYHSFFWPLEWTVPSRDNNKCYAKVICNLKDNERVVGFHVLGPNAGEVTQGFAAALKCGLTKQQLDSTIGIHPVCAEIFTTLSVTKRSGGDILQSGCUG
#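 Rat TrxR1, dispensed at 90 nM, was prereduced with 400 uM NADPH (final) for 5 min at ~22 deg C, then incubated with compound 15 min before 400 uM selenite. A first-read NADPH fluorescence drop versus no-compound background flagged substrates.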
# GLS inhibitor: blocks human kidney-isoform glutaminase activity; AID 624170; GLS enzymatic activity, qHTS titration; O94925; Potency, µM (top dose mostly 45.5 µM), for inactives: at the highest dose activity change, negative = inhibition, most hits filed as inhibitors; 410,000 tested, 0.21% active; also: potency is read from the fitted curve at half-maximal effect; % is scaled to controls: 0 for no effect and ±100 for the full control effect
#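 Coupled fluorescence readout: glutamate oxidase/HRP/Amplex Red detect glutamate formed by hKGA from L-glutamine (1 mM solution added). Buffer 45 mM KH2PO4 pH 8.2, 0.02% Tween-20; reads at t0 and 30 min RT.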
# HP1b binding inh: blocks HP1-beta chromodomain binding to methylated histone tails; P83916; AlphaScreen HP1-beta / biotin-H3K9me3 peptide binding; Potency, µM (doses to about 114 µM), for the others: at the highest dose activity change, negative = inhibition, most hits filed as inhibitors; 390,000 tested, 0.56% active; also: potency is read from the fitted curve at half-maximal effect; nearly all actives have a fitted effect of over 70% in size; inactives centre near 23
# Target sequence (P83916 whole entry, looked up): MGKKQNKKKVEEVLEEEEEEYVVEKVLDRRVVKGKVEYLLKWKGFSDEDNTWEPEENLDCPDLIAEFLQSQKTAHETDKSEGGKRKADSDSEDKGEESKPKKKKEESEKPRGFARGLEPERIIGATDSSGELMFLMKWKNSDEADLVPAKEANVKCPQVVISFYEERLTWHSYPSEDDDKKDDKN
#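 Compound inhibition of the preformed complex between 50 nM HP1-beta and 50 nM biotinylated H3K9me3 peptide was read by AlphaScreen. Buffer was PBS pH 7.4 with 0.01% Tween-20. Incubations ran 30 min at room temperature, with 10 ug/mL donor/acceptor beads.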
# PI4K2A block: PI4K2A (human) kinase inhibition; Q9BTU6; purified PI4K2A, ADP-Glo luminescence, 1 h; stronger effect = lower value; activity change, negative = inhibition, % at 76.9 µM; 420,000 tested, 0.13% active; in the data active = activity change below about -50%; inconclusive = mostly about -30% to -49%;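 also: -100% = wells without enzyme as full effect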
#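 PI4K2A activity was measured by ADP-Glo luminescence: enzyme (4 ug/mL stock) and phosphatidylinositol (1.2 mM stock) in Tris pH 7.5/MgCl2/EGTA/Triton X-100 buffer were reacted with ATP (300 microM stock) for one hour at ambient temperature.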
# TrxR1 inh: blocks rat thioredoxin reductase 1. O89049. recombinant rTrxR1, NADPH fluorescence consumption, selenite substrate. Potency, µM (series often up to 114 µM), for the others: top-dose activity change, negative = inhibition, actives largely listed as inhibitors. 390,000 tested, 1% active. AID 588453; also: potency is read from the fitted curve at half-maximal effect; % is scaled to controls: 0 for no effect and ±100 for the full control effect; nearly all actives have a fitted effect of over 65% in size
#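 Rat TrxR1 (90 nM in the dispensed reagent) was pre-reduced with 400 uM NADPH for 5 min at room temperature, then incubated with compound for 15 min. After 400 uM selenite was added, NADPH fluorescence (Ex 340/Em 450 nm) was followed for 8 min.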
# USP1-UAF1 inh: blocks the human USP1/UAF1 deubiquitinase complex | recombinant USP1/UAF1, Ub-Rhodamine cleavage fluorescence | Potency, µM (titrated, usually from 57.1 µM), inactives show top-dose activity change, negative = inhibition, hits mostly inhibitors | 390,000 tested, 0.23% active | AID 743255; also: potency is read from the fitted curve at half-maximal effect; % is scaled to controls: 0 for no effect and ±100 for the full control effect; nearly all actives have a fitted effect of over 60% in size; inactives centre near -12
#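 In this screen, compounds sit with the deubiquitinase complex (1nM) for 15 min at room temperature before Ub-Rho is added at 150nM final. Fluorescence rise is then followed for 6 reads every 60 seconds.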
# IDH1 R132H inh: blocks human mutant IDH1 R132H enzyme. 390,000 tested, 0.093% active. AID 602179. Potency, µM (titrated, usually from 76.6 µM), without a hit: top-dose activity change, negative = inhibition, actives largely listed as inhibitors. IDH1-R132H enzyme, NADPH consumption, diaphorase/resazurin fluorescence; also: potency is read from the fitted curve at half-maximal effect; % is scaled to controls: 0 for no effect and ±100 for the full control effect; nearly all actives have a fitted effect of over 65% in size
# Target sequence (O75874 whole entry R132H, stated change not applied): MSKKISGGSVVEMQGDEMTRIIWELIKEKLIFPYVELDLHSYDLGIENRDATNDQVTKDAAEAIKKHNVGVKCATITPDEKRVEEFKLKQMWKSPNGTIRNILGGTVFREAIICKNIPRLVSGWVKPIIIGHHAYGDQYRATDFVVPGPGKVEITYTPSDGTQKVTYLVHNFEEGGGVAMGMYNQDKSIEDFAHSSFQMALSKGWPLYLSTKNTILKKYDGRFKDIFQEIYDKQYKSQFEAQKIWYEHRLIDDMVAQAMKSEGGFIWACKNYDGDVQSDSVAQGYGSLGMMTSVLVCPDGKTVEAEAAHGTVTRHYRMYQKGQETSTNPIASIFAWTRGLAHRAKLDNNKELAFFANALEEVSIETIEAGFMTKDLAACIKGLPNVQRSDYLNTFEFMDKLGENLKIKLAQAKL
#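 IDH1-R132H (0.5 ug/mL) preincubated 30 min with compound, then NADPH (0.016 mM) and alpha-KG (2 mM) added; 80 min at RT, pH 7.5. Remaining NADPH coupled via diaphorase/resazurin to fluorescence (540/590 nm); concentration-response curves normalized to no-enzyme control.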
# Pin1 inh: human Pin1 inhibition | Q13526 | Pin1 FP peptide displacement, HiFluor488, 10 min | Potency, µM (top dose mostly 115 µM), for inactives: at the top dose activity, negative = inhibition, most hits filed as inhibitors | 390,000 tested, 0.009% active; active = well fitted inhibition curve with a large enough effect in the polarisation, with a control signal flat, not every such curve was filed as active; inconclusive = small, poorly fitted or top-dose-only effect, or effect the other way, or a change in a side signal; inactive = no such curve, though single readings can be large or run the other way; the % refers to the polarisation; also: potency is read from the fitted curve at half-maximal effect; % is scaled to controls: 0 for no effect and ±100 for the full control effect
# * = called active by the depositor; i = inactive; ? = inconclusive; · = not tested or not shown; [ ] = another dose, or the depositor's remark. Unless noted, calls follow the shape of the dose curve; as a rule, active = well fitted curve in the direction sought with a large enough effect; inconclusive = small, poorly fitted or top-dose-only effect, or another doubt; inactive = no such curve, though single readings can be large; an effect the other way counts as inactive or inconclusive. Only part of the results is shown, so the mix of outcomes need not match the whole.
SMILES,PGK inhibitor,TrxR1 substrate,GLS inhibitor,HP1b binding inh,PI4K2A block,TrxR1 inh,USP1-UAF1 inh,IDH1 R132H inh,Pin1 inh
CCOc1ccc(C(=O)CCC(=O)NNC(=O)c2ccncc2)cc1,i,7%,5%,24%,-3,?,-18%,-1%,3%
O=S(=O)(Nc1ccccc1N1CCCCC1)c1ccc(F)cc1F,-4%,8%[57.1 µM],0%,63%[activator],-3,16%[57.1 µM],-18%,27%,0%
FC(F)(F)c1cccc(Oc2cc(C(F)(F)F)nc(-c3ccccn3)n2)c1,-12%,4%[57.1 µM],-2%,10%,0,9%[57.1 µM],-8%,1%,-1%
CN(C(=O)c1ccc(NC(=O)Cc2ccc([N+](=O)[O-])cc2)cc1)C1CCCC1,-4%,-9%,12%,101%[activator],1,9%,16%,0%,3%
COCC(=O)N1C[C@H]2CON(C)[C@H]2C[C@H]1c1cccc(-c2ccc(C#N)cc2)c1,-10%,5%,1%,62%[activator],-4,0%,-27%,17%,-1%
CC1(C)c2[nH]c3ccccc3c2C[C@H]2C(=O)N(N)CC(=O)N21,-3%,0%,15%,42%[activator],0,1%,-28%,-2%,-1%
CCN(C(=O)Cn1nnc2sc(-c3ccccc3)cc2c1=O)c1cccc(C)c1,·,0%,11%,-18%,-5,-2%,-28%,·,36%[activator]
COc1cccc(C(=O)NCCS(=O)(=O)N2CCN(C(=O)c3ccco3)CC2)c1,i,-6%,-11%,37%,-6,-13%,0%,11%,-6%
Cc1cc(S(=O)(=O)N2CCOCC2)ccc1OCC(=O)Nc1ccc(F)c(Cl)c1,-1%,-14%[57.1 µM],-6%,19%,2,27%[57.1 µM],-25%,3%,3%
COc1ccc(NC(=O)NC2COc3ccccc3C2)c(OC)c1 (stereo unspecified),i,-3%[57.1 µM],5%,16%[57 µM],-2,14%[57.1 µM],-16%,8%,-7%
C=CCOC(=O)C1=C(C)Nc2nnnn2C1c1cccs1 (stereo unspecified),1%,3%,3%,24%,5,4%,-9%,18%,?
Cc1nn2c3ccccc3nc2n(C)c1=O,-10%,-13%,3%,19%,2,-7%,-12%,5%,-3%
CCc1ccc(N2C(=O)CN(Cc3cccs3)C2=S)cc1,-1%,4%[57.1 µM],3%,24%,-1,4%[57.1 µM],-3%,-2%,1%
O=[N+]([O-])c1ccc(COc2ccc(CN3CCCC3)cc2)cc1,i,4%,0%,29%,-1,-11%,-27%,10%,11%
Cc1nc(-c2ccc(S(=O)(=O)Nc3ccc(Cl)c(C(F)(F)F)c3)cc2)co1,-9%,1%[57.1 µM],2%,14%[57 µM],0,19%[57.1 µM],-22%,1%,3%
CC(C)N1CCN(Cc2ccc(-c3ccccc3Cl)o2)CC1CCO (stereo unspecified),·,1%,9%,30%,4,?,-4%,2%,1%
Cc1ccc(NC(=O)Nc2nnc(-c3ccncc3)s2)cc1,-4%,-2%,3%,25%,2,20%,-6%,8%,?
O=C(NCc1ccc2c(c1)OCO2)c1cccc(S(=O)(=O)N2CCCCC2)c1,-7%,1%,-1%,15%,-1,18%,-7%,6%,4%
CCOc1ccccc1NC(=O)CCn1ccnc1,-5%,11%,-19%,32%,0,38%[57.1 µM],-17%,14%,0%
COc1ccc(OC)c(Nc2ncnc3c2cnn3-c2ccc(C)cc2)c1,3%,-2%[57.1 µM],4%,28%,0,7%[57.1 µM],-5%,-3%,1%
O=C(Nc1ccc(Br)cn1)c1ccc(COc2c(F)c(F)cc(F)c2F)o1,-1%,-3%,-3%,44%[activator],2,14%,-9%,-10%,?
CCN(CC)S(=O)(=O)c1cc(C(=O)OCC(=O)Nc2cccc(S(=O)(=O)N(C)C)c2)ccc1F,6%,6%,4%,14%,10,12%,-9%,-2%,8%
CCc1ccccc1NC(=O)CC(C)S(=O)(=O)c1ccc2c(c1)NC(=O)CO2 (stereo unspecified),-5%,0%,0%,-7%,0,17%,-17%,0%,-5%
N/C(CN1CCCC1=O)=N\O,-7%,-3%,16%,16%,-1,-14%,-1%,19%,-1%
Cc1ccc(N2CC(C(=O)OCC(=O)Nc3ccccc3C)CC2=O)cc1 (stereo unspecified),-8%,5%,0%,49%[activator],1,27%,-22%,4%,-3%
CC(C)c1ccc(S(=O)(=O)N2CCN(C(=O)c3ccncc3)CC2)cc1,-8%,5%,-5%,37%,2,34%,-14%,-3%,-5%
CCN(C[C@H]1N[C@@](C)(C(=O)OC)[C@H]2C(=O)N(C)C(=O)[C@@H]12)C(C)=O,2%,4%,0%,57%[activator],-3,10%,-20%,-4%[38.3 µM],-1%
O=c1nc(N2CCOCC2)nc(N/N=C/c2ccc3c(c2)OCO3)[nH]1,-6%,12%[57.1 µM],-2%,14%,-13,30%[57.1 µM],-7%,-3%,-10%
O=C(c1ccco1)N1CCN(C(=O)C2CC(=O)N(c3ccccc3)C2)CC1 (stereo unspecified),1%,2%,-12%,11%,0,13%,-3%,1%,-3%
COc1ccc(C2c3[nH]c4ccccc4c3CCN2Cc2cccn2-c2ncccn2)cc1C (stereo unspecified),i,-6%[57.1 µM],3%,?,-11,36%[57.1 µM],?,4%,18%
O=C(O)Cc1ccc(NC(=O)c2cccs2)cc1,0%,0%,-3%,29%,1,8%,-16%,-2%,3%
O=S(=O)(c1ccc2ccccc2c1)N(CC(O)CN1CCOCC1)c1ccccc1 (stereo unspecified),-4%,-17%,7%,0%,-1,17%[57.1 µM],3%,6%,1%
O=C(Nc1ccnn1C1CCN(Cc2cccc(O)c2)CC1)C1CCCC1,-2%,-6%,0%,10%,0,-1%,-5%,10%,-3%
CCC(C)c1ccc(NC(=S)Nc2ccc(OC)cc2)cc1 (stereo unspecified),-7%,-3%,6%,-19%,5,-2%,-14%,8%,-1%
COCCn1c(SCC(=O)Nc2cc(C)on2)nnc1-c1c[nH]c2ccccc12,10%,7%[57.1 µM],3%,31%,3,15%[57.1 µM],-1%,-2%,1%
CN(C)S(=O)(=O)c1ccc(Cl)c(C(=O)OCC(=O)NNC(=O)c2cccs2)c1,2%,5%,12%,21%,7,14%,-11%,-11%,-1%
CCn1c(=O)cc(SCC(=O)NCc2ccco2)c2ccccc21,6%,7%[57.1 µM],2%,16%,3,1%,-2%,2%,1%
O=C(COc1ccc(Br)cc1)Nc1ccc2oc(=O)ccc2c1,-10%,11%,4%,14%,-3,14%,-16%,-1%,?
CCOC(=O)c1c(C)oc2ccc(OCC(=O)C(C)(C)C)cc12,-6%,-8%,-8%,73%[activator],-4,-11%,-4%,3%,5%
COc1ccc2c(c1OC)C(=O)N1C(C(=O)O)Cc3c([nH]c4ccccc34)C21 (stereo unspecified),i,70%[activator],-10%,43%[activator],-1,?,-14%,1%,?
O=C(COC(=O)Cc1ccc(Cl)cc1Cl)NC1CC1,-10%,2%,-14%,2%,2,14%,?,-5%,-5%
CCc1ccc(N2C(=O)CC(NNc3nc4ccccc4s3)C2=O)cc1 (stereo unspecified),-1%,-4%,15%,21%,3,-13%,-21%,-1%,0%
O=C(Cn1ccnc1)c1ccc(O)c(O)c1,-8%,-1%,23%,15%,-8,-15%,-10%,2%,-11%
CC(NC(=O)CS(=O)(=O)c1ccccc1)c1ccccc1 (stereo unspecified),-10%,-3%,-5%,18%,-6,-3%,-23%,6%,-1%
Cc1cccc(C(=O)Nc2cccc(OCc3cc(=O)n4c(C)csc4n3)c2)c1,-13%,23%,-11%,42%[activator],5,19%,-31%,17%,10%
COc1cc(CCC(=O)NNC(=O)c2cccc(Cl)c2)cc(OC)c1OC,6%,1%,-8%,18%,4,7%,-8%,3%,-5%
O=C(COC(=O)c1ccccc1)c1ccc(S(=O)(=O)N2CCCCC2)cc1,2%,-4%,-2%,36%,0,12%,-28%,-4%,24%
Cc1cc(Cl)ccc1Oc1ncnc2oc(-c3ccccc3)cc12,-2%,14%[57.1 µM],1%,13%,5,16%[57.1 µM],0%,3%,14%
CSc1ccc(C2NN=C(c3ccccc3)S2)cc1 (stereo unspecified),?,18%,-9%,64%[activator],?,24%,-28%,4%,3%
Cc1cc(C)nc(N2CCC(C(=O)NCCc3ccc(Cl)cc3)CC2)n1,4%,3%,0%,28%,4,21%,-11%,11%,3%
COc1ccccc1C1CC(c2ccc(F)cc2)Nc2ncnn21 (stereo unspecified),-2%,-9%,-3%,36%,1,-16%,-15%,6%,-7%

# Exported with values under each structure: part of the list above.
# Values run as follows: PGK inhibitor | TrxR1 substrate | GLS inhibitor | HP1b binding inh | PI4K2A block | TrxR1 inh | USP1-UAF1 inh | IDH1 R132H inh | Pin1 inh
> Cc1cccc(C(=O)Nc2cccc(OCc3cc(=O)n4c(C)csc4n3)c2)c1
    -13% | 23% | -11% | 42%[activator] | 5 | 19% | -31% | 17% | 10%
> COc1cc(CCC(=O)NNC(=O)c2cccc(Cl)c2)cc(OC)c1OC
    6% | 1% | -8% | 18% | 4 | 7% | -8% | 3% | -5%
> O=C(COC(=O)c1ccccc1)c1ccc(S(=O)(=O)N2CCCCC2)cc1
    2% | -4% | -2% | 36% | 0 | 12% | -28% | -4% | 24%

# Source: PubChem BioAssay
